Bioassay records deposited in PubChem BioAssay by Broad Institute.
DENV2 CPE: inhibitors of DENV2 cytopathic effect, primary screen, cell-based, plate reader, single concentration; AID 651640, 2012; 350,000 compounds, 1.7% hits; DENV2-infected cells, cytopathic effect rescue; CPE inhibition, % at 9.99 µM; in the data active = CPE inhibition above about 20%, passing the limit was not always enough; inconclusive = no clear call, values can overlap the other calls; tested in BHK-21 cells;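 also: 0% = median of neutral control wells and 100% = median of positive control wells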
XiGFP reactiv: activators of inactive X chromosome reactivation, primary screen, imaging, XiGFP fibroblasts, GFP high-content imaging, set 2; 360,000 compounds, 0.055% hits; activation, % at 7.58 µM; XiGFP mouse fibroblasts, % GFP-positive cells imaging, 3 d; cells co-treated with 5-aza-dC sensitizer; scaled so ellipticine positive control = 100%; AID 743238, 2013;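 active = mean normalized replicate activation at least 10% and every replicate at or above 10%; inconclusive = only one of the two criteria met; inactive = mean below 10% and not all replicates reach 10%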;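 also: 0% = median of on-plate neutral control wells and 100% = ellipticine 6 µM median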
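assay system = SV40-immortalized XiGFP fibroblast cells, line 68-5-11 | buffer or medium = DMEM plus 5-aza-dC sensitizer | doses = single-point pinned compound dosing | times = 3-day compound exposure, then 15 min fixation at room temperature | benchmarks = positive control ellipticine, 6 µM final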
PAX8 reporter: inhibitors of PAX8-driven TPO luciferase reporter, primary screen, RMG-I cells, single concentration; SteadyGlo, 24 h; inhibition, % at 12.6 µM; 360,000 compounds, 1.2% hits;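 active = mean replicate inhibition at least 60% with every replicate also reaching 60%; inconclusive = only one of the two criteria is met; inactive = mean below 60% and not all replicates reaching 60%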;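 also: luciferase light reporting Pax8 driven TPO promoter activity; plate controls were median of neutral control wells for no effect and mitoxantrone controls for full effect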
ARNT TACC3 PPI: disruptors of ARNT/TACC3 protein interaction, primary screen, biochemical, AlphaScreen, single concentration; AID 623870, 2012; AlphaScreen His-ARNT PAS-B/GST-TACC3 binding, luminescence; TACC3 fragment carries E629A point mutation; inhibition, % at 9.99 µM; Transforming acidic coiled-coil-containing protein 3 (Homo sapiens), Q9Y6A5; 390,000 compounds, 0.66% hits;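 active = mean inhibition of replicates at least 50% and at least half of replicates each reaching 50%; inconclusive = half or more replicates reach 50% but mean below 50%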;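 also: 0% = complete ARNT plus TACC3 wells and 100% = ARNT alone without TACC3; many hits fall short of the cut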
INS-1E GSIS act: GLuc luminescence reporter in INS-1E cells, primary screen for activators of glucose-dependent secretion of insulin; 370,000 compounds, 0.61% hits; activation, % at 16.6 µM; INS-1E GLuc reporter insulin secretion, 2-3 h;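 active = lowest replicate activation of at least 40%, so every replicate reaches that level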;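 also: 0% = median of neutral control wells and 100% = median of IBMX positive control wells; some compounds called inactive have numbers as strong as hits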
EWS-Fli inh: EWS/Fli-driven NR0B1 reporter inhibitors, primary screen, A673 cells, NR0B1 luciferase, luminescence, MLPCN library; viability-normalised; inhibition, % at 12.6 µM; 350,000 compounds, 0.67% hits;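 active = mean inhibition of at least 50% after viability correction, with every replicate also passing that limit; inconclusive = mean reaches 50% but only one of two replicates passes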;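 also: firefly luciferase signal divided by Alamar Blue viability fluorescence both relative to DMSO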
ERp5 block: inhibitors of ERp5-driven insulin aggregation, primary screen, biochemical, turbidity, absorbance 650 nm, single point; 90 min; Protein disulfide-isomerase A6 (Homo sapiens), Q15084; AID 651711, 2012; 350,000 compounds, 0.05% hits; inhibition, % at 9.99 µM;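 active = mean replicate inhibition above about 25%, with every replicate also reaching it, limit read from the data, passing the limit was not always enough; inconclusive = only one of those two criteria met; inactive = neither criterion met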
Target sequence (Q15084 whole entry, looked up): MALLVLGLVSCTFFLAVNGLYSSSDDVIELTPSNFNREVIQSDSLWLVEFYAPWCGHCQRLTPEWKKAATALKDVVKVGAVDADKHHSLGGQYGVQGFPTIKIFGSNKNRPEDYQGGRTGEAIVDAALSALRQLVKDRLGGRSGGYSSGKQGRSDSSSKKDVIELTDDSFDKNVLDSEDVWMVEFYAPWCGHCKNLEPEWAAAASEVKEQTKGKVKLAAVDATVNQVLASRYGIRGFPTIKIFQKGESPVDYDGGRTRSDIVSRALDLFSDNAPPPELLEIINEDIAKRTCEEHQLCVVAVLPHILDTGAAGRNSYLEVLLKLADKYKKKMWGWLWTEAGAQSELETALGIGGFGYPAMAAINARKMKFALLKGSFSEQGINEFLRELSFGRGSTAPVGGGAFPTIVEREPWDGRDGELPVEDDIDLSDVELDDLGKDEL
CFTR F508del cor: F508del CFTR correction, initial screen, CFBE line, single point; CFBE cells, YFP halide quenching; stimulated with forskolin plus potentiator P3; % fluorescence drop versus neutral controls; AID 720511, 2013; activity (quench increase), % at 7.58 µM; 350,000 compounds, 0.36% hits;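 active = mean added fluorescence quench of at least 8% versus neutral control, with both replicates also reaching 8%; inconclusive = only one of the mean or replicate conditions met; inactive = mean below 8% and not both replicates reaching 8%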;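 also: cells transiently co-express mutant CFTR-F508del with the halide-sensitive YFP; corrector assay measuring rescue of mutant channel to the surface after 24 h compound exposure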
* marks the source's active call; other numbers are inactive results; u = inconclusive; x = not tested or not shown.

SMILES	DENV2 CPE	XiGFP reactiv	PAX8 reporter	ARNT TACC3 PPI	INS-1E GSIS act	EWS-Fli inh	ERp5 block	CFTR F508del cor
Cc1ccc(C(=O)Nc2ccc3c(c2)OCCO3)c(C)c1	-3	0.0	68*	-4	10	79*	-3	-0.6
Cc1ccc(S(=O)(=O)N(C)C[C@@H]2Oc3ccc(NC(=O)Nc4c(C)noc4C)cc3C(=O)N([C@H](C)CO)C[C@@H]2C)cc1	-3	0.1	-9	-7	7	-9	-1	0.0
CC(C)Oc1ccc(S(=O)(=O)N2CCOCC2)cc1NC(=O)CC1CC2CCC1C2 (stereo not drawn)	17	0.0	9	x	0	15	4	2.1
COc1cccc(NC(=O)CSc2nnc3c(n2)[nH]c2ccc(C)cc23)c1	-1	0.0	8	-7	31	3	2	-0.3
COc1cccc(CN2CCN(Cc3cccc(Oc4ccccc4)c3)CC2)c1OC	18	0.0	1	5	-24	1	1	5.9
Cc1ccc(S(=O)(=O)N2[C@@H](c3cccc(Cl)c3)C(C(=O)OC(C)(C)C)=CC[C@H]2c2ccc(C(C)C)cc2)cc1	10	0.2	-7	x	7	-8	0	-3.9
Cc1cc(NC(=O)c2ccccc2F)nc2c1c(=O)oc1ccccc12	15	0.0	37	-5	0	-4	-5	-0.7
CCNC(=O)[C@H]1[C@H](CO)[C@H]2Cn3c(ccc(-c4ccccc4OC)c3=O)[C@H]2N1S(C)(=O)=O	3	0.1	x	1	11	-2	4	-1.4
C[C@@H]1CCCCO[C@H](CN(C)C(=O)c2ccccc2)[C@@H](C)CN([C@H](C)CO)C(=O)c2cc(NC(=O)Cc3ccccc3)ccc2O1	2	-0.2	20	-12	0	1	-4	-1.3
COC(=O)C(CO)NC(=O)C1CCCN1C(=O)CNC(=O)OCc1ccccc1 (stereo not drawn)	-5	0.6	-4	-7	-3	9	-3	1.4
Cc1ccc(NS(=O)(=O)c2ccc(N/N=C/c3ccccc3OCC(=O)O)c([N+](=O)[O-])c2)c(C)c1	-2	-0.1	4	-1	-17	-4	1	-0.1
CC(NC(=O)Cc1ccsc1)c1ccc(Cl)cc1Cl (stereo not drawn)	0	0.1	12	10	7	-1	3	0.4

A stretch from the list above:
SMILES	DENV2 CPE	XiGFP reactiv	PAX8 reporter	ARNT TACC3 PPI	INS-1E GSIS act	EWS-Fli inh	ERp5 block	CFTR F508del cor
Cc1ccc(C(=O)Nc2ccc3c(c2)OCCO3)c(C)c1	-3	0.0	68*	-4	10	79*	-3	-0.6
Cc1ccc(S(=O)(=O)N(C)C[C@@H]2Oc3ccc(NC(=O)Nc4c(C)noc4C)cc3C(=O)N([C@H](C)CO)C[C@@H]2C)cc1	-3	0.1	-9	-7	7	-9	-1	0.0
CC(C)Oc1ccc(S(=O)(=O)N2CCOCC2)cc1NC(=O)CC1CC2CCC1C2 (stereo not drawn)	17	0.0	9	x	0	15	4	2.1
COc1cccc(NC(=O)CSc2nnc3c(n2)[nH]c2ccc(C)cc23)c1	-1	0.0	8	-7	31	3	2	-0.3
COc1cccc(CN2CCN(Cc3cccc(Oc4ccccc4)c3)CC2)c1OC	18	0.0	1	5	-24	1	1	5.9
Cc1ccc(S(=O)(=O)N2[C@@H](c3cccc(Cl)c3)C(C(=O)OC(C)(C)C)=CC[C@H]2c2ccc(C(C)C)cc2)cc1	10	0.2	-7	x	7	-8	0	-3.9
Cc1cc(NC(=O)c2ccccc2F)nc2c1c(=O)oc1ccccc12	15	0.0	37	-5	0	-4	-5	-0.7
CCNC(=O)[C@H]1[C@H](CO)[C@H]2Cn3c(ccc(-c4ccccc4OC)c3=O)[C@H]2N1S(C)(=O)=O	3	0.1	x	1	11	-2	4	-1.4
C[C@@H]1CCCCO[C@H](CN(C)C(=O)c2ccccc2)[C@@H](C)CN([C@H](C)CO)C(=O)c2cc(NC(=O)Cc3ccccc3)ccc2O1	2	-0.2	20	-12	0	1	-4	-1.3
COC(=O)C(CO)NC(=O)C1CCCN1C(=O)CNC(=O)OCc1ccccc1 (stereo not drawn)	-5	0.6	-4	-7	-3	9	-3	1.4

(next part)
SMILES	DENV2 CPE	XiGFP reactiv	PAX8 reporter	ARNT TACC3 PPI	INS-1E GSIS act	EWS-Fli inh	ERp5 block	CFTR F508del cor
COC(=O)C[C@@H]1CC[C@H]2[C@H](COc3ccc(NC(=O)Nc4ccc(C)cc4)cc3C(=O)N2C)O1	12	0.2	10	-10	-10	-11	-29	0.2
CC1(C(=O)NS(=O)(=O)c2ccc(Cl)cc2)CCN1C(=O)c1ccco1 (stereo not drawn)	u	0.0	-3	x	11	2	0	-1.1
CSc1nc(N)nc(C2CC2)n1	4	0.0	2	-5	-3	-14	0	-0.7
O=C(N[C@@H]1C=C[C@@H](CC(=O)N2CCc3ccccc3C2)O[C@H]1CO)C1CC1	-1	-0.1	-5	3	-7	-9	-3	-0.8
CNC(=O)C[C@H]1CC[C@H]2[C@@H](COC[C@H](O)CN2C(=O)c2ccc3c(c2)OCO3)O1	20	-0.1	x	-5	6	x	5	1.4
CCc1ccccc1NC(=O)Nc1cc(F)ccc1F	1	0.2	5	x	8	-1	1	0.9
C[C@@H]1CN([C@H](C)CO)C(=O)Cc2cc(N(C)C)ccc2O[C@@H]1CN(C)Cc1ccc(C(=O)Nc2ccccc2N)cc1	-7	2.1	62*	19	0	8	-7	6.4
CC(=O)NC(CC(=O)NCCCn1ccc2ccccc21)c1ccccc1 (stereo not drawn)	1	0.1	13	3	11	7	1	0.2
C[C@@H]1CN([C@H](C)CO)C(=O)c2cc(NS(=O)(=O)c3cccs3)ccc2O[C@H]1CN(C)S(=O)(=O)c1ccc(Cl)cc1	0	0.1	x	-4	-3	-6	-3	0.4
CCOC(=O)C1CCCN(C(=O)c2cc(CN3C(=O)c4ccccc4C3=O)ccc2OC)C1 (stereo not drawn)	8	0.0	-5	17	9	1	3	2.5
COc1ccc(CNC(=O)CCNC(=O)C2CCN(S(=O)(=O)c3ccc(OC)cc3)CC2)cc1	0	-0.1	22	x	8	-4	6	-0.7
CCCC#Cc1cnc2c(c1)C(=O)N([C@H](C)CO)C[C@@H](C)[C@H](CN(C)S(C)(=O)=O)O2	0	0.0	x	-4	25	-8	-3	-0.8
CSCc1nc2sc(C(=O)Nc3nc(C)cs3)c(C)c2c(=O)[nH]1	2	0.0	-86	0	x	-35	2	1.8
O=C(/C=C/c1ccc(OC(F)F)cc1)OCC(=O)N1CCc2ccccc21	5	2.7	-3	1	-16	7	-1	0.5
CN1C(=O)c2cc(NC(=O)C3CC3)ccc2OC[C@H]2O[C@@H](CC(=O)Nc3cc(F)ccc3F)CC[C@@H]21	-11	0.2	x	x	7	8	-6	-1.9
Cc1[nH][nH]c(=O)c1N=Nc1ccccc1Cl	4	0.2	-13	5	3	-23	3	-1.3
Cc1cccn2c(=O)c3cc(C(=O)NCC4CCCO4)c(=N)n(C4CCCC4)c3nc12 (stereo not drawn)	-2	x	-5	-4	16	2	0	-0.8
Cc1ccc2nc(/C(C#N)=C\c3ccc(Oc4ccc([N+](=O)[O-])cn4)cc3)[nH]c2c1	-2	0.1	-7	8	21	10	u	x
O=[N+]([O-])c1ccc(C2=CSC3=NCCN23)cc1	u	0.2	-5	-6	x	6	-5	0.5
CC(=O)C1=C(C)N(Cc2ccc(Br)cc2)C(=S)NC1c1cccc(F)c1 (stereo not drawn)	2	0.2	13	x	-21	11	-1	-2.6
O=C(NCc1cc(F)cc(F)c1)[C@@H]1[C@@H](CO)[C@@H]2Cn3c(cccc3=O)[C@H]1N2C(=O)Cc1ccccn1	2	-0.1	-11	-1	8	7	-6	-2.3
O=C(NS(=O)(=O)Oc1ccc(Cl)cc1)OC[C@@H]1CCCN2CCCC[C@H]12	0	-0.2	10	-45	0	-8	1	x
O=C(CN1C(=O)C(=O)N(Cc2ccco2)C1=O)c1c[nH]c2ccccc12	-4	-0.2	16	-13	15	-3	1	-1.8
O=C1OCC2=Nc3cccc4cccc(c34)N12	2	-0.1	19	x	2	7	7	-1.2
O=C(CC1CC1)N1CC(=O)N2[C@H](C1)[C@H](c1ccc(-c3ccccc3)cc1)[C@@H]2CO	3	-0.1	15	x	1	-3	-2	0.0
COC(=O)c1cc2sccc2n1CC(=O)N(C)c1ccccc1	-5	0.1	-22	x	11	12	0	2.1
C[C@H]1CN([C@@H](C)CO)S(=O)(=O)c2ccc(C3=CCCCC3)cc2O[C@H]1CN(C)C(=O)Cc1ccccc1	-5	0.0	x	6	-14	18	1	3.4
CC=Cc1ccc2n(c1=O)C[C@H]1[C@H](CO)[C@@H](C(=O)N(C)C)[C@@H]2N1CC1CCCC1 (mixture of isomers)	2	-0.1	x	x	-3	17	-3	5.3
Cc1noc(C)c1COc1cccc(C(=O)N(C)Cc2nc3ccccc3c(=O)[nH]2)c1	1	0.5	10	6	6	0	4	-0.2
N/C(=N\OC(=O)COc1ccc(Cl)cc1Cl)c1ccccn1	0	0.1	-61	3	-9	15	2	-1.0
COc1ccc(C(CNC(=O)Cc2c(F)cccc2Cl)N2CCCCC2)cc1 (stereo not drawn)	2	-0.1	-9	-9	-6	6	-1	0.3
COc1ccccc1-c1ccc([C@H]2[C@H](CO)N3CCCCN(C(=O)c4cccnc4)C[C@@H]23)cc1	-9	0.0	10	10	-7	-8	5	1.3
CCN(CC)C(=O)C1=C(C)NC(=S)NC1c1cccs1 (stereo not drawn)	1	0.2	8	x	7	-20	5	x
O=C(N=C1SC2CS(=O)(=O)CC2N1c1cc(Cl)ccc1Cl)C1CCCO1 (stereo not drawn)	3	0.0	4	0	-4	x	0	2.2
CCOC(=O)C1=C(CNCc2ccc(F)cc2)NC(=O)NC1c1cccc([N+](=O)[O-])c1 (stereo not drawn)	0	0.2	19	1	10	10	6	-3.7
NC(=O)N/N=C/c1ccc(N2CCOCC2)s1	8	-0.1	-8	6	9	3	2	x
Cc1cc(C)cc(NC(=O)C(OC(=O)C2=COCCO2)c2ccccc2)c1 (stereo not drawn)	x	0.2	-11	-6	3	x	x	x
CC(C)(C)OC(=O)N(CCc1ccccc1)Cc1ccc(OCc2cccc(NC(=O)C3CCC3)c2)cc1	16	0.0	21	-1	-14	18	-3	0.4
CC(C)C[C@H]1CNC(=O)C(=O)N1C[C@H](C)NC(=O)Cc1ccccc1	9	0.0	5	-12	1	-4	12	1.8
